Compound activity as filed in PubChem BioAssay.
RMI-FANCM inh: RMI-FANCM interaction inhibition; 0.58% of 70,000 active; FP signal (polarization) at 33 µM; Fluorescence polarization, RMI core complex with F-MM2 peptide; stronger effect = lower value; in the data active means FP signal below about 40; further: inactives centre near 61; strong numbers were not always called active; unit not given here
Active calls of the source: *; & = joins results of further samples.

SMILES | RMI-FANCM inh
Cc1cc(C)cc(C(=O)Nc2cccc(-c3ccc4nnc(-c5ccncc5)n4n3)c2)c1 | 66
COc1ccccc1CNC(=O)CCCn1nc(-c2cccs2)ccc1=O | 70
O=C(NC1CC1)C1(c2cccs2)CCCC1 | 62
CCc1cc2c(SCC(=O)Nc3ccccc3[N+](=O)[O-])ncnc2s1 | 60
O=C(N/C(=C/c1ccccc1)P(=O)(NCc1ccccc1)c1ccccc1)c1ccccc1 (stereo unspecified) | 63
O=C(CSc1nnc(NC(=O)c2ccco2)s1)NCC1CCCO1 (stereo unspecified) | 60
O=C(COc1ccc(Cl)cc1)N1CCN(c2ccc3nnc(-c4ccco4)n3n2)CC1 | 64
Fc1cccc(Cl)c1CSC1=NCCN1 | 68
COC(=O)C(Cc1ccc(O)cc1)NC(=O)CC12CC3CC(CC(C3)C1)C2 (stereo unspecified) | 64
COC(=O)c1cc(S(=O)(=O)NC2CCCCNC2=O)oc1C (stereo unspecified) | 55
O=C(Nn1cnc2c(cnn2-c2ccc(F)cc2)c1=O)c1cccs1 | 53
Cc1nc(-c2cccnc2)sc1CCNC(=O)C1CCCCC1 | 62
O=C(Nc1ccc(F)cc1)C1(c2cccs2)CCCC1 | 61
O=C(CSc1ccc(NC(=O)c2ccco2)nn1)NCc1ccco1 | 68
Cc1cc(S(=O)(=O)N2CCCCC2CCNC(=O)C(=O)NCCc2ccc(F)cc2)ccc1F (stereo unspecified) | 51

Retrieved one by one from above, 2 records:
SMILES | RMI-FANCM inh
CCc1cc2c(SCC(=O)Nc3ccccc3[N+](=O)[O-])ncnc2s1 | 60
COC(=O)C(Cc1ccc(O)cc1)NC(=O)CC12CC3CC(CC(C3)C1)C2 (stereo unspecified) | 64

Following part:
SMILES | RMI-FANCM inh
O=S(=O)(c1ccc2c(c1)CCCC2)N1CCN(c2ccc3nncn3n2)CC1 | 69
Cc1nc(C(F)(F)F)ccc1NC(=O)c1ccc(C(F)(F)F)cc1 | 60
CCOC(=O)CC(NS(=O)(=O)c1cc(OCC)ccc1OCC)c1ccc(C)cc1 (stereo unspecified) | 57
C=CCSCC(=O)Oc1ccc(/C=C/C(=O)Nc2cc([N+](=O)[O-])ccc2C)cc1OC | 52
Cn1ccc(C(=O)N(CCN2CCOCC2)c2nc3c(F)cc(F)cc3s2)n1 | 67
CCOc1ccc(OCCNC(=O)c2ccc([N+](=O)[O-])c(C)c2)cc1 | 60
Cn1ccnc1SCc1cc(=O)c(OC(=O)c2cc([N+](=O)[O-])ccc2Cl)co1 | 53
Cc1ccccc1C(=O)Nc1nc(-c2ccccc2)ns1 | 74
COc1ccc2nc(-c3ccc(F)c(NC(=O)c4cc5ccccc5oc4=O)c3)cn2n1 | 73
Nc1nnc(-c2cc(Cl)ccc2Cl)o1 | 69
O=C(NCc1csc2ccccc12)C1CC1 | 54
COc1coc(C(=O)Nc2nc3ccc(Cl)cc3s2)cc1=O | 62
CCCCCC(=O)N=C1SC2CS(=O)(=O)CC2N1c1ccc(Br)c(C)c1 (stereo unspecified) | 59
CCN1C(=O)c2cccc3c(NC(=O)CN4C(=O)c5ccccc5C4=O)ccc1c23 | 170
CCOc1ccc(-n2c(SC(C(C)=O)C(C)=O)nnc2-c2c[nH]c3ccccc23)cc1 | 57
O=C(NCC1(c2cccs2)CCCC1)C(=O)Nc1ccon1 | 66
Cc1ccc2nc(NC(=O)CSc3ccc(-c4cccnc4)nn3)sc2c1 | 59
CCOc1ccc(OCCNC(=O)c2cc(Cl)ccc2Cl)cc1 | 70
CCN1C(=O)C(C)(C)COc2ccc(NS(=O)(=O)c3c(C)cc(C)cc3C)cc21 | 69
c1cncc(CSc2ccc(-c3ccc(-n4ccnc4)cc3)nn2)c1 | 55
CN(C)CCNC(=O)C(=O)Nc1cccc(N2CCCS2(=O)=O)c1 | 66
CN1CCc2cc(C(CNC(=O)Nc3ccc4c(c3)OCO4)N3CCOCC3)ccc21 (stereo unspecified) | 60
CCOc1cc(C(=O)Nc2nnc(SCC(=O)N3CCCc4ccccc43)s2)cc(OCC)c1OCC | 53
COc1ccc(CNC(=O)N2CCC(c3nnc(C(C)C)o3)CC2)cc1OC | 61
Cc1ccc(NC(=O)c2sccc2S(=O)(=O)N2CCN(c3ccccc3)CC2)cc1F | 62
NC(C(=O)O)c1cccc(F)c1 (stereo unspecified) | 70
Cc1ccc(-n2cc(C(=O)N3CCN(c4ccccc4)CC3)nn2)cc1 | 67
NC(=NS(=O)(=O)c1cc(C(F)(F)F)cc(C(F)(F)F)c1)N1CCSCC1 | 64
CN1CCc2cc(C(CNC(=O)COc3ccccc3F)N3CCOCC3)ccc21 (stereo unspecified) | 66
O=C(CSc1cn(CCNC(=O)c2ccc(Cl)cc2Cl)c2ccccc12)Nc1ccc(F)cc1 | 64
O=S(=O)(Nc1ccccc1F)c1ccc(-c2ccc(Cl)cc2)cc1 | 54
O=C(Oc1ccccc1N1CCCCC1)c1sc2ccccc2c1Cl | 52
CCNC(=O)OCC12CC3CC(CC(C3)C1)C2 | 62
COc1cccc(NC(=O)NCC(c2ccsc2)N2CCOCC2)c1OC (stereo unspecified) | 64
O=C(Nc1ccc2c(c1)CN(S(=O)(=O)c1ccccc1)CC2)c1ccc(Br)o1 | 72
CCOC(=O)c1sc(NC(=O)c2cccc(C)c2)nc1-c1ccccc1 | 66
CC(C)(C)c1ccc(OCC(=O)NN)c(C(C)(C)C)c1 | 54
COC1=CC(C)[C@@H]2C[C@H]3OC(=O)C[C@H]4C(C)=C(OC)C(=O)C([C@@]34C)[C@@]2(C)C1=O (stereo partly specified) | 56
COCCCn1c(SCc2nc(-c3cccc(Cl)c3)oc2C)nc2ccccc2c1=O | 62
COc1ccc(CCNC(=S)Nc2ccccc2C)cc1 | 58
Cc1nc(SC(C)c2ccccc2)[nH]c(=O)c1CC(=O)NCc1cccnc1 (stereo unspecified) | 62
COc1ccccc1C(=O)NC(Nc1ccccn1)(C(F)(F)F)C(F)(F)F | 65
COc1cc(OC)c(NC(=O)Cn2cnc3c(sc4cccc(F)c43)c2=O)cc1Cl | 68
COc1cc(-c2noc(CN3C(=O)COc4cc(Cl)ccc43)n2)cc(OC)c1OC | 69
CC(C)OC(=O)c1sc2nc3c(cc2c1N)C(=O)CCC3 | 62

Part of the list above in another layout:
smiles,RMI-FANCM inh
Cc1nc(SC(C)c2ccccc2)[nH]c(=O)c1CC(=O)NCc1cccnc1 (stereo unspecified),62
COc1ccccc1C(=O)NC(Nc1ccccn1)(C(F)(F)F)C(F)(F)F,65
COc1cc(OC)c(NC(=O)Cn2cnc3c(sc4cccc(F)c43)c2=O)cc1Cl,68
COc1cc(-c2noc(CN3C(=O)COc4cc(Cl)ccc43)n2)cc(OC)c1OC,69
CC(C)OC(=O)c1sc2nc3c(cc2c1N)C(=O)CCC3,62

New compounds follow:
SMILES | RMI-FANCM inh
O=C(Nc1nc2c(F)cccc2s1)c1cccs1 | 61
N/C(Cc1ccc([N+](=O)[O-])cc1)=N/OC(=O)c1cccs1 | 56
CCCCn1c(O)c(N=NC(=O)c2ccco2)c2ccccc21 | 60
CN1CCc2cc(C(CNC(=O)C(=O)Nc3ccc(OC(F)(F)F)cc3)N(C)C)ccc21 (stereo unspecified) | 74
O=C1CC2(CCCC2)C(=O)N1c1ccc(S(=O)(=O)NCCc2cccs2)cc1Cl | 53
Cc1ccc(C)c(-c2nnc(NC(=O)c3ccc(S(=O)(=O)N4CCc5ccccc54)cc3)o2)c1 | 18*
COc1ccc(-n2nnnc2CNC(=O)CC(c2ccccc2)c2ccccc2)cc1 | 59
O=C(/C=C/c1ccco1)Nc1ccc(S(=O)(=O)N2CCCCC2)cc1 | 77
COc1ccc(-c2cc(=O)n(CC(=O)NC3CC3)cn2)cc1 | 63
Cc1ccc(S(=O)(=O)Nc2cc(Cl)c(O)c(NS(=O)(=O)c3ccc(C)cc3)c2)cc1 | 56
Cc1nc2ccccn2c1-c1ccnc(SCC(=O)Nc2ccc(C(C)C)cc2)n1 | 226
CC(CCC(=O)O)[C@H]1CCC2C3CC[C@@H]4C[C@H](O)CC[C@]4(C)C3CC[C@@]21C (stereo partly specified) | 64
NC(=O)c1oc2ccccc2c1NC(=O)C(=O)NCCc1ccc(S(N)(=O)=O)cc1 | 65
O=C(O)CSc1ccc(Cl)cc1 | 57
O=C(NCC1CCN(Cc2cccs2)CC1)c1cccc(C(F)(F)F)c1 | 79
CCOC(=O)c1ccc[n+](CCON2C(=O)c3ccccc3C2=O)c1 | 60
O=C1C(O)=C(O)C(=O)C(O)=C1O | 57&49
FC(F)(F)c1ccnc(NCCNC(=S)Nc2ccc3c(c2)OCCO3)n1 | 54
CCOC(=O)c1c(SCc2cccc([N+](=O)[O-])c2)nc(=O)[nH]c1C | 54
Cn1/c(=N/NC(=O)c2cc(Cl)sc2Cl)sc2ccccc21 | 60
C=CCN1C(=O)C(C)(C)COc2cc(NS(=O)(=O)c3ccccc3F)ccc21 | 66
N#Cc1sc(-c2ccc(F)cc2)cc1N=Cc1cccc([N+](=O)[O-])c1 | 58
O=C(Cc1cc(=O)[nH]c(=S)[nH]1)NCc1ccccc1 | 64
Cc1cc(C(=O)NN)n(C(C)(C)C)n1 | 55
O=C(Nc1cc(C(F)(F)F)ccc1Cl)C(=S)NCc1ccco1 | 61
O=C1N=C(N2CCCCC2)S/C1=C/c1cccc([N+](=O)[O-])c1 | 59
CCOc1cc(-c2nnc(NC(=O)c3ccco3)o2)cc(OCC)c1OCC | 51
CC(C)NC(=O)NNC(=O)c1cccn(Cc2cccc(F)c2)c1=O | 63
Cc1cccc(N2CCN(S(=O)(=O)CCNC(=O)c3cnccn3)CC2)c1 | 69
CC(C)CN(C(=O)C1CCCC1)C1CCS(=O)(=O)C1 (stereo unspecified) | 55
COC(=O)c1ccc(NC(=O)CSc2ccc(NC(=O)c3ccco3)nn2)cc1 | 93
N#C/C(=C/c1ccc(F)cc1)c1nc(-c2cc3cc(Br)ccc3oc2=O)cs1 | 64
CCNc1nc(NCC)n2c(SCC(=O)c3ccc([N+](=O)[O-])cc3)nnc2n1 | 52
CC(=O)Nc1ccc(S(=O)(=O)N2CCN(C(=O)N3CCCCCC3)CC2)cc1 | 63
Cc1cc(NC(=O)COc2ccc(Cl)cc2Cl)n(C(C)C)n1 | 71
O=C(C1COc2ccccc2O1)N(Cc1ccccn1)c1nc2c(F)cc(F)cc2s1 (stereo unspecified) | 61
COc1ccccc1-c1nnc(SCC(=O)NNC(=O)C(F)(F)F)n1-c1ccccc1 | 62
COc1ccc(C(=O)/C=C/c2ccc(N(C)C)cc2)cc1 | -57
Cn1cccc1C(CNC(=O)c1ccc2c(c1)OCO2)N1CCc2ccccc2C1 (stereo unspecified) | 60
CCOc1ccc(-c2nc(Cn3nnc(C(=O)Nc4ccc(C)c(F)c4)c3C)c(C)o2)cc1 | 88
Cc1cc(=O)c2cc(Cl)ccc2s1 | 50
CCc1nnc2ccc(N3CCN(S(=O)(=O)c4cc(C)cc(C)c4)CC3)nn12 | 65
CCc1c(C)nc(SCc2nc(-c3ccc(Cl)cc3)oc2C)[nH]c1=O | 64
COC(=O)c1c(NC(=O)c2ccc(Cl)cc2Cl)sc2c1CCN(C(C)C)C2 | 236
CCc1ccc(S(=O)(=O)Nc2ccc(-c3csc4nc(C)cc(=O)n34)cc2)s1 | 66

Sorted by count of non-hydrogen atoms (high to low): some entries from above
SMILES | RMI-FANCM inh
Cc1ccc(NC(=O)c2sccc2S(=O)(=O)N2CCN(c3ccccc3)CC2)cc1F | 62
COC(=O)c1ccc(NC(=O)CSc2ccc(NC(=O)c3ccco3)nn2)cc1 | 93
O=S(=O)(c1ccc2c(c1)CCCC2)N1CCN(c2ccc3nncn3n2)CC1 | 69
COC(=O)c1cc(S(=O)(=O)NC2CCCCNC2=O)oc1C (stereo unspecified) | 55
O=C(Nc1ccc(F)cc1)C1(c2cccs2)CCCC1 | 61
O=C(O)CSc1ccc(Cl)cc1 | 57

Going on with the list:
SMILES | RMI-FANCM inh
COc1ccc(CCC(=O)Nc2cccc(N3CCCC3=O)c2)cc1 | 53
Cc1ccc(NC(=O)Nc2c[nH]c3ccccc23)cc1F | 54
N=C(N)N=N/C=C/C=C/c1ccccc1 | 50
O=C(CSc1ccc(NC(=O)c2cccc(F)c2)nn1)NC1CCCC1 | 72
Cc1ccc(C)c(CN2CCN(c3nc4c(c(=O)[nH]c(=O)n4C)n3Cc3cc(C)ccc3C)CC2)c1 | 59&58
COc1ccc(C(=O)Nc2c(N)nc(SCC(=O)Nc3cc(C)on3)[nH]c2=O)cc1 | 65
Cn1nc(C(=O)Nc2ccc(C(N)=O)cc2)ccc1=O | 61
CCOC(=O)/C(C#N)=C1\C=CNC(=O)N1 | 51
Cc1nn(-c2ccccc2)c(OC(=O)CCc2ccccc2)c1Sc1ccc(Cl)cc1 | 62
Oc1ccccc1-c1nc2c3c(-c4ccccc4)c(-c4ccccc4)oc3ncn2n1 | 55
CCOC(=O)C(=O)Nc1cc(C)nn1-c1nc(C)c(C)c(=O)[nH]1 | 69
CC(C)c1ccc(NC(=O)C(=O)NCC(c2cccn2C)N2CCc3ccccc3C2)cc1 (stereo unspecified) | 68
Cc1cc(C)cc(OC(=O)c2ccc(Oc3cc(Cl)cc(Cl)c3)o2)c1 | 56
CC(=O)c1cccc(NC(=O)Cc2cc(=O)[nH]c(SCc3ccccc3F)n2)c1 | 66
COc1ccc2nc(-c3cccc(NS(=O)(=O)c4cc(F)ccc4F)c3)cn2n1 | 72
CC(NC(=O)Cc1csc(SCC(=O)c2cccs2)n1)c1ccccc1 (stereo unspecified) | 74
O=C(Nc1nnc(N=Cc2cccs2)s1)c1ccc(Cl)cc1Cl | 62
COc1ccc(-c2cccc(NC(=O)c3ccc(C)c([N+](=O)[O-])c3)c2)nn1 | 54
N#C/C(=C/c1ccc([N+](=O)[O-])cc1)C(=O)Nc1ccccc1I | 61
CC(=O)Nc1cccc(NC(=O)C2CCN(c3ccc(-c4ccccc4C)nn3)CC2)c1 | 61
Cc1cc(NN)n2nc(C(F)(F)F)nc2n1 | 59
O=C(O)c1nccnc1C(=O)O | 58
COc1ccc(S(=O)(=O)c2ccc(=O)n(CC(=O)Nc3cc(C)cc(C)c3)n2)cc1 | 73
CN(C)CCN(C(=O)c1ccc(S(=O)(=O)N(C)c2ccccc2)cc1)c1nc2cc3c(cc2s1)OCCO3 | 63

An excerpt; the hit share may differ from the screen's.
